# From PubChem BioAssay
# MIN6 prolif: inducers of beta-cell replication in MIN6 cells. MIN6 cells proliferation, ATPlite luminescence, 48 h; cells starved in 0.2% serum; 100% = growth in 10% serum. proliferation, % at 10 µM. 330,000 tested, 0.29% active. AID 2380;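 active = compounds whose signal lies at least 3.5 SD above the mean of all wells on their plate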;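 also: 0% = DMSO-treated cells in low-serum medium and 100% = 10% serum control; some compounds called inactive have numbers as strong as hits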
# APOBEC3A inh: inhibitors of human APOBEC3A DNA deaminase; P31941; recombinant A3A, FAM/TAMRA ssDNA deamination fluorescence; inhibition, % at 20 µM; 330,000 tested, 0.41% active; AID 493011;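 active = at least 40% inhibition at 20 µM here, with at most 30% in a related deaminase screen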;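 also: plate controls were A3A with DMSO for no effect and wells lacking A3A enzyme for full effect; some results filed as inactive read as strong as hits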
# Target sequence (P31941 whole entry, looked up): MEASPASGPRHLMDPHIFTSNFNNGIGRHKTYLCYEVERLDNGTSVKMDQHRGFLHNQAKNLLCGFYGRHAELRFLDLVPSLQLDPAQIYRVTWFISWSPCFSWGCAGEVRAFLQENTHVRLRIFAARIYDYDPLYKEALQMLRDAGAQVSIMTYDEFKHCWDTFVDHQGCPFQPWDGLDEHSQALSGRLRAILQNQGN
# mIAP act: mouse IAP activation; muIAP, CDP-Star luminescence, 30 min; stronger effect = higher value; 1 = vehicle-only enzyme signal, 0 = enzyme-free wells; activation factor at 10 µM; 330,000 tested, 0.24% active; AID 2805;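 active = activation factor of at least 2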; also: the source names both 10 and 20 µM as test concentration; values of inactives mirror those of a sister screen read the other way
#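 Assay system: mouse IAP enzyme; Reagent: CDP-Star chemiluminescent phosphatase substrate; Compound: DMSO-dissolved test compounds; Incubation: 30 min, room temperature; Technique: luminescence from enzymatic CDP-Star hydrolysis; Controls: DMSO-only wells and no-enzyme negative control.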
# hIAP act: human IAP activation | P09923 | purified human IAP, CDP-Star luminescence, 30 min; stronger effect = higher value; 1 = vehicle-only enzyme, 0 = enzyme-free background | activation factor at 10 µM | 330,000 tested, 0.16% active | AID 2524;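 active = activation factor of the enzyme at least 2-fold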; also: the source names both 10 and 20 µM as test concentration; values of inactives mirror those of a sister screen read the other way
# Target sequence (P09923 whole entry, looked up): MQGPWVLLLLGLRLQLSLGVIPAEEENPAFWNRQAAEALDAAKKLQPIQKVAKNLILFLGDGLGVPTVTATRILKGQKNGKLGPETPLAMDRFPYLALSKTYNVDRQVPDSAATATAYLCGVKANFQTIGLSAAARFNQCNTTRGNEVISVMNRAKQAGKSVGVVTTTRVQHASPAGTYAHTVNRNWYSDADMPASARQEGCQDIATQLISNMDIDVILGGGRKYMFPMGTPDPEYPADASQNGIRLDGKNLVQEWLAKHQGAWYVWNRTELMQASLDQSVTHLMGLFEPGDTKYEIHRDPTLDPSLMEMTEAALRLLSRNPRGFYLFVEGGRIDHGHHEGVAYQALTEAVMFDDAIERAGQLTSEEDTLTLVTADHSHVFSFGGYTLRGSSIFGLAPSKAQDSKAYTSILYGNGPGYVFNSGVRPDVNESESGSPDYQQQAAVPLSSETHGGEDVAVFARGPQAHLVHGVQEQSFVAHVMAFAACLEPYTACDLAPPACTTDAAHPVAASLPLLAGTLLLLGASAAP
# hIAP inh: blocks human intestinal alkaline phosphatase. P09923. purified IAP, CDP-Star luminescence, 30 min. inhibition, % at 10 µM. 330,000 tested, 0.12% active. AID 2544;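 active = inhibition reaching a set limit with compound at 10 µM in the primary screen, cut at about 35% in these data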;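 also: plate controls were DMSO wells with enzyme for no effect and no-enzyme buffer wells for full effect; values of inactives mirror those of a sister screen read the other way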
# mIAP block: blocks mouse intestinal alkaline phosphatase; purified mouse IAP, CDP-Star luminescence, 30 min; inhibition, % at 10 µM; 330,000 tested, 0.2% active;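 active = inhibition of at least 40% at 10 µM in the primary screen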;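 also: plate controls were DMSO with enzyme for no effect and no enzyme wells for full effect; values of inactives mirror those of a sister screen read the other way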
# APOBEC3G inh: APOBEC3G (human) deaminase inhibition; Q9HC16; recombinant A3G, ssDNA deamination FAM/TAMRA fluorescence; inhibition, % at 20 µM; 330,000 tested, 0.28% active;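 active = inhibition of at least 40% at 20 µM, with no more than 30% in the related APOBEC3A deaminase screen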;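 also: plate controls were DMSO wells with A3G for no effect and wells lacking A3G enzyme for full effect; some compounds called inactive have numbers as strong as hits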
# NR3A LBD binder: modulators (binders) of human NR3A ligand-binding domain. 340,000 tested, 2.5% active. AID 1259313. Tm shift relative to glycine control, % at 25 µM. NR3A LBD differential scanning fluorimetry, Tm shift; 0% = protein alone, 100% = glycine-bound protein;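 active = melting temperature shift of at least 10% of the positive control shift, at one fixed dose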
# MPTP block: inhibitors of mitochondrial permeability transition pore | isolated mouse mitochondria, Ca2+ swelling absorbance, 30 min | inhibition, % at 10 µM | 360,000 tested, 1.4% active | AID 602449;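 active = inhibition of 50% or more, scaled per plate between neutral and stimulator controls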;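 also: 0% = DMSO wells given calcium and 100% = 1 mM EGTA wells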
# * = called active by the depositor; · = not tested or not shown. Random draw from the library; overall some 5% were active at least once.
SMILES	MIN6 prolif	MPTP block	NR3A LBD binder	hIAP inh	mIAP act	mIAP block	APOBEC3A inh	APOBEC3G inh	hIAP act
CC(=O)N1c2ccc(S(=O)(=O)NCCC(=O)Nc3ccccc3C)cc2CC1C (stereo not given)	-2	0.3	1	12	1.1	-8	-2	-2	0.88
CS(=O)(=O)N1N=C(c2ccc(Cl)cc2)CC1c1cccs1 (stereo not given)	-3	5.5	3	-3	1	-1	2	1	1
CCOC(=O)c1sc(S(C)(=O)=O)c2c1CCc1conc1-2	-1	1.3	1	14	0.97	3	-5	-6	0.86
COc1ccc(C2NC(=O)NC(O)(C(F)(F)F)C2C(=O)c2ccccc2)cc1OC (stereo not given)	0	-0.8	-2	-30	1	-1	1	12	1.3
COc1ccccc1-c1sc2cc3c(cc2c1-c1ccc2c(c1)OCO2)OCO3	-7	0.5	4	7	1	-2	2	-10	0.93
Cc1ccnn1CC(=O)N/N=C/c1cccs1	-2	-1.4	-1	16	0.96	4	0	-6	0.83
O=C(CNC(=O)c1ccc(Cl)cc1Cl)NCc1ccccn1	-6	1.1	2	10	1	-1	-3	-5	0.9
CCCCn1nnc(NC(=O)c2cc3ccccc3o2)n1	2	0.6	1	-6	0.88	12	-21	-9	1.1
CC(=O)NC(CCS(C)(=O)=O)C(=O)Nc1nccs1 (stereo not given)	1	0.7	-2	-9	1	-1	-5	-6	1.1
O=C(CCCC(=O)N(CC(=O)NC1CCCC1)Cc1ccccc1)Nc1ccccn1	-4	-3.9	0	-6	1.1	-12	3	-1	1.1
COC(=O)c1ccc(Oc2c(C(F)(F)F)oc3c(CN4CCN(C)CC4)c(O)ccc3c2=O)cc1	-1	-0.3	-1	-1	1.1	-9	0	1	1
COC(=O)c1sccc1NC(=O)CN(C)NS(=O)(=O)c1ccc([N+](=O)[O-])cc1	-2	0.1	0	20	0.91	9	0	-2	0.8
COc1ccc(Cn2nnnc2C(c2cc3ccc(OC)cc3[nH]c2=O)N2CCCCCC2)cc1 (stereo not given)	-4	-1.3	0	3	0.96	4	3	2	0.97
O=C(CSc1nncc(=O)[nH]1)Nc1cccc([N+](=O)[O-])c1	-7	2.2	-6	35	1	-4	11	5	0.65
Cc1cccc(NC(=O)C2CCCC2)c1	0	-0.5	-1	-3	1	-4	6	1	1
CSc1ccc(/C=N\NC(=O)CNc2ccc(C)cc2)cc1	1	0.8	10	1	0.8	20	2	-1	0.99
CC(C)NC(=O)N(C)C[C@H]1Oc2ccc(NS(=O)(=O)c3cn(C)cn3)cc2C(=O)N([C@H](C)CO)C[C@@H]1C	-1	-1.9	0	10	0.93	7	0	-5	0.9
O=C(NN=C1CCCCCC1)c1cccs1	0	1.2	0	-2	0.93	7	1	-7	1
CN(C)c1ccnc(-n2cccc2/C=N/OCc2cccc(F)c2)c1C#N	0	2.2	1	-40	1	-3	-6	-7	1.4
NC(=O)c1cnccn1	-3	-0.6	1	4	1	-3	4	1	0.96
O=C(CNC(=O)c1ccc(Br)o1)NNC(=O)c1cccc(Cl)c1	-6	0.1	-3	-17	0.95	5	-6	-3	1.2
CN(C(=O)c1cncc(Br)c1)c1c(N)n(Cc2ccccc2)c(=O)[nH]c1=O	-3	-0.4	3	-9	0.99	1	1	-4	1.1
COc1ccc(C(=O)NCCS(=O)(=O)NCc2ccccc2OC)cc1	0	-1.0	1	3	0.96	4	-1	-5	0.97
CCOC(=O)NC(Nc1sc2c(c1C(=O)OC)CCN(C)C2)(C(F)(F)F)C(F)(F)F	-4	-2.2	1	-23	0.98	2	-3	-2	1.2

# Part of the list above, field by field.
CC(C)NC(=O)N(C)C[C@H]1Oc2ccc(NS(=O)(=O)c3cn(C)cn3)cc2C(=O)N([C@H](C)CO)C[C@@H]1C
  MIN6 prolif: -1
  MPTP block: -1.9
  NR3A LBD binder: 0
  hIAP inh: 10
  mIAP act: 0.93
  mIAP block: 7
  APOBEC3A inh: 0
  APOBEC3G inh: -5
  hIAP act: 0.9
COC(=O)c1ccc(Oc2c(C(F)(F)F)oc3c(CN4CCN(C)CC4)c(O)ccc3c2=O)cc1
  MIN6 prolif: -1
  MPTP block: -0.3
  NR3A LBD binder: -1
  hIAP inh: -1
  mIAP act: 1.1
  mIAP block: -9
  APOBEC3A inh: 0
  APOBEC3G inh: 1
  hIAP act: 1

# Remaining list, next part
SMILES	MIN6 prolif	MPTP block	NR3A LBD binder	hIAP inh	mIAP act	mIAP block	APOBEC3A inh	APOBEC3G inh	hIAP act
O=C(COc1ccccc1[N+](=O)[O-])N1CCN(C(=O)c2ccco2)CC1	1	-1.2	0	4	0.98	2	-1	-4	0.96
O=C(NNS(=O)(=O)c1ccc(F)cc1)c1ccc([N+](=O)[O-])cc1Cl	-2	-0.9	-3	9	0.95	5	-6	-14	0.91
NC(=O)CSC1=Nc2ccccc2C2=NC(c3ccccc3)C(=O)N12 (stereo not given)	0	-0.1	0	29	1	-4	-1	0	0.71
CC(=O)Oc1ccc2oc(/C=C/N(C)C)c([N+](=O)[O-])c2c1	-3	6.6	3	-7	0.82	18	4	-2	1.1
CCOc1cccc(-c2nnc3sc(COc4ccc(C)cc4)nn23)c1	-1	-1.4	3	-7	0.99	1	1	-6	1.1
CCN(CC)CCCNC(=O)c1cn(C)c(=O)c2c1c1ccccc1n2C	-4	-0.4	2	-8	1	0	1	-3	1.1
CC1(C)Cc2c(cnn2-c2cccc(F)c2)C(NC(=O)CCc2cnccn2)C1 (stereo not given)	-5	1.0	0	-12	1	-2	1	-4	1.1
CCOc1ccc(NC(=O)Cc2c(C(=O)O)n(C)c3ccccc23)cc1	-1	-0.9	-4	14	0.9	10	-4	-5	0.86
CC(=NCCc1c(C)[nH]c2ccc(OCc3ccccc3)cc12)C1=C(O)CC(c2ccccc2)CC1=O (stereo not given)	-5	-0.1	2	-8	0.97	2	3	-4	1.1
CCc1noc(C)c1C(=O)NNC(=O)COc1ccc(C)cc1	-4	0.2	·	-6	0.88	12	6	4	1.1
CN(C)C(=O)NC(O)C(Cl)Cl (stereo not given)	1	·	·	-5	1	-4	2	-3	1.1
COc1ccc(CNc2ccc([N+](=O)[O-])cc2C)cc1	-1	2.2	-7	25	0.9	10	1	-3	0.75
Cc1oc2ccc(OCc3c(F)cccc3Cl)cc2c1C(=O)O	-3	4.9	2	1	1	0	-7	-5	0.99
CC(C)S(=O)(=O)c1cnc(N2CCOCC2)nc1N	8	0.9	-1	18	0.93	7	-1	-4	0.82
O=C1COc2ccc(N3C(=O)C=CC3=O)cc2N1	-7	·	·	-7	0.95	4	-3	49*	1.1
CC1CN(C)C(C)c2c1oc1ccc([N+](=O)[O-])cc21 (stereo not given)	-3	1.0	-1	10	0.93	7	5	-10	0.9
Cc1ccc(Nc2nc(N)nc(CSc3nnc(-c4ccncc4)o3)n2)cc1	2	-0.2	-1	-3	0.95	5	5	2	1
COc1ccccc1OCC(O)CN1C(=O)NC(C)(C)C1=O (stereo not given)	0	-0.6	-1	3	0.95	5	5	3	0.97
Cn1c(COc2ccc(Cl)cc2)nnc1SCC(=O)Nc1ccc2c(c1)CCC2	0	2.4	-8	-5	1.1	-5	1	-8	1.1
COc1cc(C(=O)N/N=C(\c2ccccc2)c2ccccn2)cc(OC)c1OC	-6	-0.5	-2	0	0.93	7	-3	0	1
Nc1c(Cl)c(Cl)nc(C(=O)N/N=C/c2cccnc2)c1Cl	3	2.0	0	-6	1.1	-10	5	-2	1.1
Cn1c(=O)oc2cc(S(=O)(=O)N3CCCC(C(=O)NCc4cccs4)C3)ccc21 (stereo not given)	-2	-1.0	1	-3	0.94	6	-1	-3	1
CCS(=O)(=O)N1CCC(C(=O)NC2CCCCCCC2)CC1	-2	0.3	1	1	1.1	-11	7	-1	0.99
CCCOC(=O)/C(=C\C=C\c1ccco1)NC(=O)c1ccccc1	-4	1.2	-1	0	0.89	11	8	-2	1
CC1(C)Cc2ccccc2-c2nc3n(c(=O)c21)CCS3	6	0.1	0	-16	0.96	4	-1	-4	1.2
COc1ccc(C(=O)N/N=c2\oc3ccccc3cc2C(N)=O)cc1	-1	0.6	-3	-8	1.1	-8	4	-2	1.1
CCCN1CCN(CCCNC(=O)c2cc3c(s2)-c2ccccc2OC3)CC1	-4	-0.3	-3	-27	0.99	1	-3	-8	1.3
COc1ccc(/C=C/c2cc(-c3ccc(C)cc3)o[n+]2C)cc1	-6	11	-1	13	0.96	4	2	-4	0.87
O=C(COC(=O)c1cccc(S(=O)(=O)N2CCCCCC2)c1)NCc1ccc(Cl)cc1	0	0.1	-8	-16	0.98	2	-3	-5	1.2
CN(C)/C(=N\S(=O)(=O)c1ccc(Br)cc1)c1ccccc1	0	-0.3	0	-1	0.98	2	-4	-6	1
FC(F)(F)c1cnc(N/N=C/c2ccncc2)c(Cl)c1	-3	0.6	-28	-15	0.96	4	5	0	1.2
COc1ccccc1C(=O)NC1CCN(C(=O)Nc2ccc(C)cc2)CC1	-2	-0.2	1	-5	0.99	1	0	-5	1
Cc1csc(NC(=O)C2CC(=O)N(c3ccc4c(c3)OCCO4)C2)n1 (stereo not given)	-2	-0.1	1	-6	0.94	6	-6	-8	1.1
COc1ccc(/C=C2\SC(=S)N(CC(=O)NC3CCS(=O)(=O)C3)C2=O)cc1 (stereo not given)	-1	0.7	0	3	1	-2	0	1	0.97
CCOC(=O)/C=C1\NC(=O)CS1	-4	0.6	0	-2	1	-5	-2	-5	1
O=C1CC(c2ccccc2)CC2=C1C=Nc1ccccc1N2 (stereo not given)	0	1.2	2	3	1	-1	-9	2	0.97
C=CCn1c(Cc2ccc(OC)cc2)nnc1SCC(N)=O	-2	-0.4	-1	-5	0.95	4	1	-1	1.1
CSC1=N/C(=C/c2ccc(-n3cncn3)cc2)C(=O)N1	-4	2.4	-3	-6	1	0	4	-1	1.1
N#CCCN(C(=O)COC(=O)c1cc(S(=O)(=O)N2CCOCC2)ccc1Cl)c1ccc(F)cc1	-4	-0.8	1	-13	0.99	1	5	-8	1.1
CC1CCCCC1NC(=O)c1cc2c(=O)n3ccccc3nc2n1C (stereo not given)	-1	-0.3	-4	-5	1	-4	1	5	1
NS(=O)(=O)c1ccc(CCNC(=O)c2ccc(-c3ccccc3)cc2)cc1	-5	0.3	2	11	0.92	8	10	10	0.89
O=C1CNC(=O)/C1=C/c1ccc(Br)cc1	-4	0.4	1	15	1.2	-17	-1	-5	0.85
Cc1ccc(SCC(=O)OCC(=O)NCCc2ccccc2)cc1C	-1	-0.6	1	0	1	-3	-1	1	1
O=c1[nH]c2cccnc2n1Cc1ccco1	-3	-0.8	-9	-12	0.93	7	-1	-4	1.1
NC(=O)c1sc2nc(N3CCOCC3)c3c(c2c1N)CCCC3	-2	-7.1	1	-9	0.91	9	1	17	1.1
O=C(COC(=O)c1ccccc1-c1nc2ccccc2s1)Nc1ccccc1C(F)(F)F	-2	0.1	-1	-5	0.9	10	-4	-7	1.1
CCc1ccc(/C=N/NC(=O)c2cc(C3CC3)nc3ccc(Br)cc23)s1	-3	0.4	-1	5	0.85	15	-1	-1	0.95
CCCCN1C(=O)c2ccc(C(=O)NC3(C)CCS(=O)(=O)C3)cc2C1=O (stereo not given)	-3	-2.0	-2	-9	1.1	-14	0	4	1.1
OCC[C@@H]1C[C@@H](O)[C@H](O)[C@]2(Cc3ccccc3CO2)O1	-3	-0.6	1	0	0.95	5	-2	-6	1
COC(=O)NCC(c1cccnc1)N1CCOCC1 (stereo not given)	8	0.0	-6	22	1	-3	-3	-3	0.78
